Assay outcomes as filed in PubChem.
APOBEC3G inh = APOBEC3G DNA deaminase inhibitors, primary screen, biochemical, fluorescence, single-stranded DNA substrate, uHTS. DNA dC->dU-editing enzyme APOBEC-3G (Homo sapiens), Q9HC16. recombinant A3G, ssDNA deamination FAM/TAMRA fluorescence. inhibition, % at 20 µM. hit rate 0.28% among 330,000;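 active = inhibition of at least 40% at 20 µM, with no more than 30% in the related APOBEC3A deaminase screen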;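 also: plate controls were DMSO wells with A3G for no effect and wells lacking A3G enzyme for full effect; some compounds called inactive have numbers as strong as hits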
CXCR6 inh = CXCR6 receptor inhibitors, primary screen, cell-based, beta-arrestin, luminescence, CHO-K1 PathHunter, 1536-well. C-X-C chemokine receptor type 6 (Homo sapiens), O00574. inhibition, % at 20 µM. hit rate 0.36% among 360,000. AID 602244, 2012; in the data active = inhibition above about 34%, passing the limit was not always enough;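 also: antagonist mode with CXCL16 agonist at 10 nM final; 0% = 10 nM CXCL16 with DMSO and 100% = unstimulated wells without agonist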
MPTP inh = mitochondrial permeability transition pore inhibitors, primary screen, biochemical, isolated mouse mitochondria, absorbance. Ca2+ swelling absorbance, 30 min. inhibition, % at 10 µM. hit rate 1.4% among 360,000;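 active = inhibition of 50% or more, scaled per plate between neutral and stimulator controls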;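 also: 0% = DMSO wells given calcium and 100% = 1 mM EGTA wells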
CCR6 antag = CCR6 receptor antagonists, primary screen, cell-based, CHO-K1, luminescence, beta-arrestin, uHTS; C-C chemokine receptor type 6 (Homo sapiens), P51684; CHO-K1 CCR6 PathHunter beta-arrestin, CCL20-stimulated; inhibition, % at 20 µM; hit rate 0.49% among 340,000; AID 493098, 2011;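 active = compounds whose inhibition of the agonist-driven luminescence signal at 20 µM reaches about 50%, limit read from the data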;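 also: cells stimulated with CCL20 at 14 nM final; plate controls were DMSO with CCL20 for no effect and DMSO without agonist for full effect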
Target sequence (P51684 whole entry, looked up): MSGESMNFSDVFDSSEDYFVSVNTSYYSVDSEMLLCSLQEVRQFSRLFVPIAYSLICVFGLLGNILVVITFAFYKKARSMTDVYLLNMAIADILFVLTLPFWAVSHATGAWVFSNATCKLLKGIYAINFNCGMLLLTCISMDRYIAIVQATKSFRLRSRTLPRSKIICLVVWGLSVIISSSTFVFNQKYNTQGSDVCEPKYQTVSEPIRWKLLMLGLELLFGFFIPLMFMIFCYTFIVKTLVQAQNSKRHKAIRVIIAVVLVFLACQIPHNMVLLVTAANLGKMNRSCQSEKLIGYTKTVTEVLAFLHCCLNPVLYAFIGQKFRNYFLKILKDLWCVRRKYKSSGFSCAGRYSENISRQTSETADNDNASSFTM
Gli-Sufu antag = Gli-Sufu pathway antagonists, primary screen, luciferase luminescence, Sufu-KO-LIGHT cells, uHTS | Sufu-KO-LIGHT fibroblasts, Gli luciferase reporter luminescence | inhibition, % at 5 µM | hit rate 0.74% among 340,000 | AID 588413, 2011;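 active = inhibition above about 55%, limit read from the data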;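 also: 0% = DMSO-treated cells and 100% = wells with medium but no cells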
NR3A LBD binder = binders of NR3A ligand-binding domain, primary screen, biophysical, differential scanning fluorimetry, uHTS; NR3A LBD differential scanning fluorimetry, Tm shift; 0% = protein alone, 100% = glycine-bound protein; hit rate 2.5% among 340,000; Tm shift relative to glycine control, % at 25 µM; Glutamate receptor ionotropic, NMDA 3A (GRIN3A) ligand-binding domain; AID 1259313, 2017;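 active = melting temperature shift of at least 10% of the positive control shift, at one fixed dose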
EBI2 antag = EBI2 receptor antagonists, beta-arrestin recruitment, primary screen, cell-based, luminescence, 7a,25-OHC stimulation, uHTS. G-protein coupled receptor 183 (Homo sapiens), P32249. 7a,25-OHC stimulated. inhibition, % at 5 µM. hit rate 0.81% among 360,000. AID 651636, 2012; in the data active = inhibition above about 38%;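 also: enzyme fragment complementation signal reports receptor beta-arrestin coupling in cells; 0% = agonist plus DMSO wells and 100% = wells without agonist; some results beyond the cut were filed as inactive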
Target sequence (P32249 whole entry, looked up, the tested form may be a part): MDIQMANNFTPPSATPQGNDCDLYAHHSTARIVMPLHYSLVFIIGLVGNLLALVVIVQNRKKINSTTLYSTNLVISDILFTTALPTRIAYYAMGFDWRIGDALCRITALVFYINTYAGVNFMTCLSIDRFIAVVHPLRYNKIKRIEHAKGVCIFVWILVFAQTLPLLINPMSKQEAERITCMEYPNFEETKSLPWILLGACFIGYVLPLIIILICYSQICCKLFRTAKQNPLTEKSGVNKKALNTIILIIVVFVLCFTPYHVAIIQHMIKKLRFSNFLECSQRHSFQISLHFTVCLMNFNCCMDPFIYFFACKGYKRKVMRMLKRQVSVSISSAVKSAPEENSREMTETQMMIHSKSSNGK
APOBEC3A inh = APOBEC3A ssDNA deaminase inhibitors, primary screen, selectivity assay for APOBEC3G inhibitor project, biochemical, FAM/TAMRA oligo cleavage fluorescence | DNA dC->dU-editing enzyme APOBEC-3A (Homo sapiens), P31941 | recombinant A3A, FAM/TAMRA ssDNA deamination fluorescence | inhibition, % at 20 µM | hit rate 0.41% among 330,000;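 active = at least 40% inhibition at 20 µM here, with at most 30% in a related deaminase screen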;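 also: plate controls were A3A with DMSO for no effect and wells lacking A3A enzyme for full effect; some results filed as inactive read as strong as hits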
Target sequence (P31941 whole entry, looked up): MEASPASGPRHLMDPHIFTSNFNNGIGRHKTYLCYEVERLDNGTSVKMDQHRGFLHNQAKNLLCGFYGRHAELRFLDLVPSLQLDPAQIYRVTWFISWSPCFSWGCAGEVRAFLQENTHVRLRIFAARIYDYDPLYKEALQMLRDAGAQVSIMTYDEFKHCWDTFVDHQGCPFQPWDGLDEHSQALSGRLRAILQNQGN
An asterisk follows results filed as active; · = not tested or not shown; & = joins results of further samples.

SMILES	APOBEC3G inh	CXCR6 inh	MPTP inh	CCR6 antag	Gli-Sufu antag	NR3A LBD binder	EBI2 antag	APOBEC3A inh
O=C(O)CCCCCNS(=O)(=O)c1c(Cl)cccc1Cl	-8	0	0.0	1	4	-1	3	-3
Clc1ccc(/C=N/N2CCN(Cc3ccccc3Cl)CC2)cc1	-7	-12	4.0	10	6	2	11	-2
COC(=O)c1ccccc1NC(=S)N1CCN(c2ccc(OC)cc2)CC1	-8	-7	2.4	10	-4	0	-2	-8
O=c1c2ccccc2ncn1CCCCOc1ccc(Br)cc1	-5	-5	-0.3	5	-1	0	11	-1
O=[N+]([O-])c1cc(/C=N/N2CCOCC2)cs1	-9	-6	0.5	-4	24	4	0	-4
CCOC(=O)C1=NNC(C(=O)c2ccc(Cl)cc2)C1c1ccc(OC)cc1 (centres undefined)	-7	18	1.3	48	9	-3	12	-3
CC1CCCCN1C(=O)c1cc(-c2ccc3c(c2)OCO3)on1 (centres undefined)	-9	1	-0.4	10	-134	-2	6	-3
Cc1nc(-c2ccccn2)nc(N(C)c2ccccc2)c1Cl	-4	18	0.6	26	-6	1	9	-1
O=C(O)c1cc(-c2cccs2)nc2ccc(F)cc12	-6	-7	0.5	13	-3	2	6	-6
CCCCn1c(N)c(N(CC(C)C)C(=O)c2cc3ccccc3cc2OC)c(=O)[nH]c1=O	·	8	0.3	-1	8	-1	-4	·
O=c1cc(CN2CCCCCC2)nc2sccn12	-3	-7	0.9	-3	-4	-4	-6	5
CC(=O)C(Sc1ncnc2sc3c(c12)CCCC3)C(C)=O	7	11	-3.1	4	-8	-2	-7	-7
COC(=O)c1cnn(-c2nc(OC)cc(OC)n2)c1C	-4	4	0.4	-17	2	-2	3	-3
CCC(=O)NC(=S)Nc1ccc2oc(-c3ccc(OC)cc3)nc2c1	-11	-2	0.8	10	-73	1	-4	-4
COc1ccc(N(CC(=O)NCC2CCCO2)C(=O)CCC(=O)Nc2nccs2)c(OC)c1 (centres undefined)	-8	3	-2.0	4	-9	-2	-3	11
CC(C)(C)C(=O)NNC(=O)COc1ccc2ccccc2c1Br	-1	1	1.6	-10	-2	2	4	3
C=CCn1c(P(C)(=O)O)nc2ccccc21	-7&-10	3&-5	0.1&0.4	1&2	-5&0	2&0	-13&-12	-1&-7
COc1ccc2c(=O)c(-c3ccccc3)coc2c1	2	-4	-2.1	0	-117	-3	-1	10
COc1ccc(N2C(=O)C(Cl)=C(N3CCCC3)C2=O)cc1	2	-8	-0.1	9	0	1	-8	2
NNC(=O)c1[nH]c2ccc(Cl)cc2c1-c1ccccc1	32	-9	0.9	-13	0	0	-3	-3
O=S(=O)(c1ccc(Oc2ccc(Br)cc2F)nc1)N1CCCCC1	-6	-8	2.6	13	-2	1	15	-7
CC(=O)c1cc(C#N)c(SCc2ccc([N+](=O)[O-])cc2)nc1C	-2	2	0.5	11	7	3	15	-2
Cc1ccccc1CCN1CCCC(CN(C)CC(C)(C)C)C1 (centres undefined)	-2	-3	0.5	15	14	1	4	-1
CC(C)Nc1nc(NC(C)C)nc(Oc2ccc(/C=N/O)cc2)n1	1	0	0.8	5	1	-2	-3	-1
COc1ccc(C)cc1NC(=O)CN(c1ccccc1)S(C)(=O)=O	-4	-2	-0.4	10	4	-2	2	-5

More results
SMILES	APOBEC3G inh	CXCR6 inh	MPTP inh	CCR6 antag	Gli-Sufu antag	NR3A LBD binder	EBI2 antag	APOBEC3A inh
Cc1cccc(OCCCC(=O)NC(C)C)c1	-8	-8	-3.2	0	-7	2	-9	-6
CC1CCCCN1C(=O)C12CCC(C)(/C(=N/O)C1)C2(C)C (centres undefined)	-4	1	0.0	-17	-3	-5	-12	-1
CCOC(=O)CCCCC(=O)c1[nH]c(=O)[nH]c1CSc1nc(C)cc(C)n1	2	3	-0.5	0	2	-1	-6	2
COCCNC(=O)CSc1nnc(-c2ccccc2F)n1Cc1ccccc1	-8	-1	-1.1	4	-2	-1	-5	-1
CCCCCC(=O)NC(NC(=S)N1CCOCC1)C(Cl)(Cl)Cl (centres undefined)	1	0	2.7	-14	-4	-1	-11	-2
Cc1cc(C)nc(/N=C(\N)Nc2ccc([N+](=O)[O-])cc2)n1	-3	1	2.3	-1	1	-5	0	1
CCC(c1nnnn1CCc1ccccc1)N(Cc1ccco1)Cc1cc2cc(C)cc(C)c2[nH]c1=O (centres undefined)	0	-2	1.4	25	-6	0	3	-1
CC(C)(C)c1cc(S(=O)(=O)CCc2ccncc2)cc(C(C)(C)C)c1F	1	-4	0.7	11	14	0	27	4
Cc1ccc(S(=O)(=O)N=Nc2c(O)[nH]c3ccccc23)cc1	-3	1	-0.7	21	3	-2	-1	-3
COc1ccc(S(N)(=O)=O)cc1C(=O)NCC(C)(C)N1CCOCC1	2	0	0.5	8	17	2	-5	2
Cc1cc2c(cc3c(=O)n(CC(=O)NCCCN4CC(C)CC(C)C4)ncn32)s1 (centres undefined)	-5	3	-0.3	2	34	2	-11	-3
CCNC(=O)NC(=O)C(C)OC(=O)c1cc(S(=O)(=O)N2CCCCCC2)ccc1OC (centres undefined)	-4	5	-1.3	1	-3	2	0	-2
CCOc1ccccc1NC(=O)c1ccoc1C	-3	-5	1.3	7	-7	2	1	7
CCO[C@@H]1OC(C(=O)NCc2ccccc2)=C[C@H](C2CC2)[C@H]1CCCO	-8	-16	0.0	13	14	5	-13	-3
CN(CC1COCCO1)C(=O)c1cc(COc2c(F)cccc2F)on1 (centres undefined)	0	0	0.9	3	-15	3	15	-7
O=C(CSc1ncc(-c2ccc(F)cc2)[nH]1)Nc1cccc(O)c1	-8	0	0.4	-5	2	16*	-5	-5
O=C(Oc1ccc(Br)cc1C(=S)N1CCOCC1)c1cccc([N+](=O)[O-])c1	17	0	1.4	17	43	1	4	-1
CCOc1ccc(CCNC(=O)COC(=O)c2oc3ccccc3c2COC)cc1OCC	3	-2	-0.7	5	-8	4	1	6
CC1C(=O)N2CCCc3cc(NC(=O)C4CCCCC4)cc1c32 (centres undefined)	-2	-4	-2.2	3	2	0	-1	-3
COc1cc2c(=O)n(CCC(=O)NCC3CCCO3)c(=O)n(CC(=O)Nc3ccc(C)c(C)c3)c2cc1OC (centres undefined)	21	0	-0.8	11	5	-2	7	2
COc1ccccc1NS(=O)(=O)c1cc(NC(=O)C2=NNC(=O)CC2)ccc1C	-6	4	0.2	12	-1	2	8	3
CC(C)Oc1ccccc1-c1nc(SCC(=O)O)n[nH]1	-7	5	-1.1	0	-3	1	-9	-4
Cc1cc(NS(=O)(=O)c2ccc(NC(=O)COc3ccc(Cl)cc3Cl)cc2)no1	-7	1	-0.3	6	2	-7	-4	-5
O=c1[nH]nnc2c1cnn2-c1ccccc1	·	-5	-0.8	3	-16	-2	1	·
CC(C)CC(NC(=O)C1CCCN1C(=O)[C@@H](C)NC(=O)OCc1ccccc1)C(=O)NCC(N)=O (some centres undefined)	15	2	0.3	4	-2	0	-7	4

Continued:
SMILES	APOBEC3G inh	CXCR6 inh	MPTP inh	CCR6 antag	Gli-Sufu antag	NR3A LBD binder	EBI2 antag	APOBEC3A inh
COc1ccc(CC(=O)N2CCN=C2SC)cc1OC	-8	-4	1.1	6	1	-1	-14	1
NC(=O)c1nsc(C(=O)N(CC(=O)NCc2ccc3c(c2)OCO3)C2CCCCC2)c1N	-5	1	-1.1	-22	-4	-6	15	-3
N#Cc1nc(-c2ccc(F)cc2)oc1NCc1ccco1	-6	8	2.1	5	-3	0	-4	-3
O=C(COc1ccc(C(=O)c2ccc(F)cc2)cc1)NCc1ccc(F)cc1	-3	-18	12	25	-1	-1	-9	7
Cc1ccsc1C1C(C#N)=C(N)OC2=C1C(=O)CCC2 (centres undefined)	-6	4	0.0	8	7	-2	-18	2
CC(=O)Nc1ccc(S(=O)(=O)N(Cc2cccnc2)Cc2cc3ccc(C)cc3[nH]c2=O)cc1	0	-15	0.1	5	2	0	-2	0
Oc1ccccc1/C=N/n1cnnc1	-2	-6	0.2	-15	23	1	-2	-5
CS(=O)(=O)CCC(C(=O)OCC(=O)c1ccc(Cl)cc1)N1C(=O)c2ccccc2C1=O (centres undefined)	-10	-3	1.2	16	-1	2	-4	-4
C=CCOc1ccc(CNCCc2ccc(S(N)(=O)=O)cc2)cc1	-6	1	-0.5	13	13	-2	1	-1
Cc1ccc(N2CCN(S(=O)(=O)c3cccs3)CC2C)cc1 (centres undefined)	-3	-10	-0.7	-1	8	1	14	2
COc1ccc(Cl)c(Cn2c(NCc3ccco3)nc3c2c(=O)n(C)c(=O)n3C)c1	10	5	-5.0	17	70*	1	1	20
N#Cc1c(N2CCCCC2)nc(N)c2c(N)nc3c(c12)CC(CCl)O3 (centres undefined)	-3	2	0.2	7	0	0	7	-4
Cc1cccc(CNC(=O)CCn2ccc3cc(S(=O)(=O)N4CCCC4)ccc32)c1	-6	0	-1.4	11	3	1	5	-3
CN(C)Cc1ccccc1Cc1ccccc1	-5	0	-0.7	3	8	-4	-12	-3
CCOC(=O)c1cccc(OC(=O)CCNC(=O)c2ccc(Cl)cc2)c1	-10	-4	0.1	-3	-9	2	-4	-1
Cc1ccc2cc3c(N)c4c(C)ccc(C)c4nc3nc2c1	·	12	3.6	21	12	-1	9	·
O=C(CC(c1ccccc1)c1ccccc1O)NCc1ccccc1 (centres undefined)	-6	5	0.3	13	0	-2	-4	-3
COc1cc(/C=N/N2CCOCC2)ccc1OC(=O)c1ccco1	-4	-6	0.3	-7	10	-1	-2	-2
O=C(COC(=O)c1ccc(Cl)nc1)NCCC1=CCCCC1	-1	-3	2.1	8	3	2	14	2
N#CCCN(C(=O)CO/N=C/c1cccc([N+](=O)[O-])c1)c1ccccc1	-7	4	-2.4	13	-14	0	11	5
COC(=O)c1ccc(NC(=O)c2cccc(N3C(=O)CCC3=O)c2)cc1	-10	-2	0.4	11	-9	0	10	16
CCc1ccc(NC(=O)C2CCCN(S(=O)(=O)c3cnc[nH]3)C2)cc1 (centres undefined)	4	0	0.0	9	-20	2	-3	2
Cc1cc(C(=O)NCc2ccc(S(N)(=O)=O)cc2)ccc1[N+](=O)[O-]	-4	-3	-1.2	-2	6	0	-12	-1
COc1cc(OC)cc(C(=O)Nc2nnc(NC(=S)Nc3ccccc3)s2)c1	1	10	0.5	10	8	26*	5	5
O=S(=O)(NCc1csc(-c2ccccc2)n1)c1ccc(Cl)s1	-1	2	0.6	13	2	-10	-3	4
CCOC(=O)C1CCN(C(=O)c2cccnc2Oc2ccccc2)CC1	-3	0	-0.3	-1	-6	-1	2	-4
Cc1ccc2nc(SCC(=O)Nc3cc(C(F)(F)F)ccc3N3CCOCC3)[nH]c2c1	-8	14	-1.1	-6	-3	6	31	-17
CCOC(=O)c1csc(NC(=O)Nc2cccc(Cl)c2)n1	-3	-10	97*	-11	-3	0	-10	-4

Complete entries as entered above.
Cc1ccc2nc(SCC(=O)Nc3cc(C(F)(F)F)ccc3N3CCOCC3)[nH]c2c1 in the list: APOBEC3G inh = -8; CXCR6 inh = 14; MPTP inh = -1.1; CCR6 antag = -6; Gli-Sufu antag = -3; NR3A LBD binder = 6; EBI2 antag = 31; APOBEC3A inh = -17
COc1cc(/C=N/N2CCOCC2)ccc1OC(=O)c1ccco1 in the list: APOBEC3G inh = -4; CXCR6 inh = -6; MPTP inh = 0.3; CCR6 antag = -7; Gli-Sufu antag = 10; NR3A LBD binder = -1; EBI2 antag = -2; APOBEC3A inh = -2
